Compound activity from PubChem BioAssay.
MEKK2 mut-MEK5: signal of MEK5 binding to mutant human MEKK2 PB1 domain; bead flow cytometry, Alexa488-MEK5 binding to MEKK2 mutant; percent response, % at 10 µM; actives 0.35% (n = 290,000); in the data active = percent response above about 24%, passing the limit was not always enough; also: inactives centre near 1; some results filed as inactive read as strong as hits
IMP-1 inhibitor: inhibitors of Pseudomonas aeruginosa IMP-1 metallo-beta-lactamase; purified IMP-1, nitrocefin hydrolysis, epi-absorbance fluorescence; inhibition, % at 5.6 µM; actives 0.45% (n = 290,000); AID 1556;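 active = inhibition above the mean plus 3 SD of all compounds in the same screening run, cut at about 4.5% in these data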;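 also: 0% = IMP-1 with DMSO and 100% = DMSO wells lacking enzyme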
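System: Purified recombinant IMP-1 metallo-beta-lactamase enzyme | Measured by: Fluorescence quenching readout, ex 480/em 530 nm | Replication: Singlicate | Incubation: 15 min preincubation plus 25 min reaction at 25 °C | Evaluation: Percent inhibition from optical density relative to buffer-blank wells | Benchmarks: DMSO with and without IMP-1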
DNA FID counter: fluorescent intercalator displacement, NS3 helicase counter-screen | DNA fluorescent intercalator displacement, fluorescence | inhibition, % at 7.9 µM | AID 1845 | actives 0.17% (n = 290,000); in the data active = inhibition above about 37%;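 also: 0% = vehicle and 100% = reference compound; higher means more ethidium bromide displaced from hairpin DNA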
M18AAP inhibitor: blocks P. falciparum M18 aspartyl aminopeptidase | recombinant PfM18AAP, H-Glu-NHMec fluorogenic cleavage | inhibition, % at 7.35 µM | actives 1.2% (n = 290,000);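 active = inhibition above the campaign mean inhibition over all tested compounds plus 3 SD, cut at about 28% in these data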;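 also: 0% = plate median of test compound wells and 100% = 2 mM ZnCl2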
NALP1 yeast inh: blocks the NALP1 inflammasome reconstituted in yeast; actives 0.61% (n = 280,000); inhibition, % at 10 µM; S. cerevisiae NALP1/ASC/caspase-1 growth, X-gal OD620, 72 h; in the data active = inhibition mostly above about 24%, no sharp cut-off; inactive = mostly below about 32%; also: some compounds called inactive have numbers as strong as hits
MEKK2wt PB1 HTS: raises or lowers MEK5 binding to wildtype human MEKK2 PB1 domain; bead flow cytometry, Alexa488-MEK5 binding to MEKK2 WT; actives lie on both sides; Q9Y2U5; binding response (% of control), % at 10 µM; actives 1.1% (n = 290,000); AID 1531; in the data active = binding response below about 67% or above about 130%
SUMO HTRF inh: blocks human SUMOylation mediated by UBC9; P63279; HTRF SUMOylation assay, SAE1/SAE2 + UBC9, in vitro; inhibition, % at 35 µM; actives 0.36% (n = 290,000); in the data active = inhibition above about 50%, passing the limit was not always enough; also: strong numbers were not always called active
Target sequence (P63279 whole entry, looked up): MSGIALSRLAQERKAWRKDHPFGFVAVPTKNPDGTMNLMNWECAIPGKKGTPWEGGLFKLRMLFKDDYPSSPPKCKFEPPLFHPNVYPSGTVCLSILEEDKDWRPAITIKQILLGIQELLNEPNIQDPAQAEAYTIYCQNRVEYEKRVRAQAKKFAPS
VIM-2 inh: blocks Pseudomonas aeruginosa VIM-2 metallo-beta-lactamase | purified VIM-2, nitrocefin hydrolysis, epi-absorbance fluorescence | inhibition, % at 5.6 µM | actives 0.89% (n = 290,000) | AID 1527;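 active = inhibition above the mean of all tested compounds plus 3 SD, cutoff set per screening run, cut at about 7.5% in these data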;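 also: red hydrolysis product quenches plate fluorescence so inhibitors raise well fluorescence; 0% = enzyme with DMSO and 100% = DMSO without enzyme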
NS3 helicase inh: inhibitors of Hepatitis C virus NS3 helicase; AID 1800; actives 0.56% (n = 290,000); NS3 helicase DNA unwinding, Cy5 molecular beacon fluorescence; inhibition, % at 10.9 µM;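 active = inhibition above the mean of all tested compounds plus 3 SD, set per campaign, cut at about 35% in these data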;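 also: 0% = DMSO wells and 100% = thioflavine S control wells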
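test system = hepatitis C virus NS3 helicase domain fragment enzyme | reagent = annealed dual-labelled DNA beacon duplex, ATP-started | times = 1 h at 25 °C | detection = Cy5 fluorescence, 0 and 60 min reads | read-out basis = percent inhibition from t60/t0 fluorescence ratio | control set = DMSO and thioflavine S | replication = one well per compound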
An asterisk follows results filed as active; / = not tested or not shown.

SMILES | MEKK2 mut-MEK5 | IMP-1 inhibitor | DNA FID counter | M18AAP inhibitor | NALP1 yeast inh | MEKK2wt PB1 HTS | SUMO HTRF inh | VIM-2 inh | NS3 helicase inh
S=c1nn[nH]n1C12CC3CC(CC(C3)C1)C2 | / | -4.0 | -13 | -5 | 8 | / | 3 | -3.8 | 15
CCOC(=O)N1CCN(C(=O)Cn2ccc3ccccc3c2=O)CC1 | -2 | -2.3 | 2 | 6 | 35 | 100 | 6 | -2.7 | -5
CSc1cccc(NC(=O)C2CCN(S(=O)(=O)c3ccc(F)cc3)CC2)c1 | 0 | -3.1 | -2 | -9 | 7 | 99 | 3 | -5.0 | -3
O=C(O)c1nc(N2CCCC2)ncc1Cl | -2 | -4.8 | 3 | -5 | -2 | 98 | -9 | -0.8 | -1
O=C(CCc1c[nH]c2ccccc12)Nc1ncccc1O | 8 | -1.8 | 0 | 8 | 4 | 107 | 13 | -0.5 | 4
CCCCNC(=O)C1CCN(S(=O)(=O)c2c(C)noc2/C=C\c2ccc(OC)cc2)CC1 | 6 | -6.1 | -4 | -2 | -1 | 114 | 4 | -3.3 | 3
O=C(NC1CCCC1)c1cc(Cl)ccc1[N+](=O)[O-] | -1 | -4.1 | -4 | -4 | 20 | 103 | -5 | -2.4 | 5
COc1ccc(Br)cc1CNc1ccc(O)cc1 | -1 | -4.6 | -7 | 42* | 12 | 98 | 59 | -2.7 | 9
Cc1cc(C)n2nc(C(=O)Nc3nnc(C4CC4)s3)nc2n1 | 6 | -3.6 | 2 | -2 | 8 | 103 | 15 | -1.9 | -1
O=C(CCCn1c(=O)c2ccccc2n(Cc2ccccc2)c1=O)NCc1ccco1 | 3 | -3.0 | -33 | 7 | -22 | 104 | -10 | -5.8 | 1
Cn1c(NC(=O)c2cc(Br)ccc2Cl)cc(=O)n(C)c1=O | 13 | -0.4 | 3 | 3 | -25 | 113 | -13 | 2.0 | 11
Cn1c(=O)[nH]c(=O)c2c1nc(CN1CCN(c3cccc(Cl)c3)CC1)n2CCc1ccccc1 | -13 | -1.5 | -6 | -1 | 14 | 92 | 18 | -1.8 | -2
CC1=NN(C(=O)CSCc2ccccc2)C(O)(c2ccc(Cl)cc2)C1 (stereo not drawn) | 3 | -2.8 | -17 | 7 | -6 | 102 | -10 | -1.8 | -16
O=c1oc2c3c4c(cc2s1)CCCN4CCC3 | 3 | -1.0 | -3 | 13 | 12 | 95 | 78* | 5.2 | 5
O=C(O)CCc1nn2c3ccccc3nc2n(CCN2CCCCC2)c1=O | 7 | -2.3 | -2 | -4 | 3 | 108 | 25 | 1.0 | -2
COc1ccc(CN2CCC(=O)NC2=O)cc1 | 3 | -3.6 | -2 | -8 | 25 | 99 | 20 | -2.5 | 3
O=C(Nc1ccc(S(=O)(=O)Nc2ncccn2)cc1)c1ccccc1Cl | 5 | -1.4 | -4 | 2 | 4 | 107 | 4 | -2.2 | 6
Cc1cc(C)nc(SCC(=O)NN)n1 | -13 | -3.4 | -3 | 2 | -10 | 92 | -4 | -3.6 | 9
COc1ccc(NC(=O)c2ccc(-n3c(C)ccc3C)cc2)c(OC)c1 | -3 | 1.8 | -17 | 9 | 13 | 96 | 12 | 1.5 | 8
Cc1nc(N2CCC(C(N)=O)CC2)c2c(-c3cccs3)csc2n1 | -9 | -0.8 | -18 | -10 | 1 | 99 | 6 | -0.9 | -1
Cc1cccc2c(C(=O)Nc3ccc(Br)cc3)cc(-c3ccccn3)nc12 | -5 | -1.5 | 1 | -7 | -10 | 81 | 15 | 2.5 | -9
COc1ccc(S(=O)(=O)Nc2ccc(N3CCOCC3)cc2)cc1 | 2 | -2.7 | -4 | -1 | -2 | 99 | 8 | -0.1 | -12
O=C(Cn1nnc2ccccc21)Nc1ccc(Cl)cn1 | 4 | -0.7 | -1 | -1 | 0 | 101 | 11 | -0.5 | -4
CCOC(=O)c1cccc(-c2ccc(C=O)o2)c1 | 9 | -2.4 | 3 | -8 | 5 | 126 | 14 | -2.3 | 19
S=c1[nH]nc(CCc2ccccc2)n1Cc1ccccc1 | 3 | -4.0 | -20 | 15 | 2 | 105 | -7 | 1.7 | 1
CCO[C@H]1OC(C(=O)NCc2ccccc2)=C[C@@H](C2CCCCC2)[C@@H]1CCCO | -7 | -0.8 | -37 | 0 | -7 | 97 | 4 | -1.5 | -1
O=C(NC(=S)Nc1ccc(S(=O)(=O)N2CCCCC2)cc1)c1ccccc1 | 3 | -2.7 | -5 | -7 | 3 | 99 | 1 | -4.6 | 4
CCC(=O)OCC(=O)Nc1cc([N+](=O)[O-])ccc1OC | -4 | -3.9 | 2 | -2 | -2 | 97 | 12 | -1.6 | -16
COc1ccc(N=C2O/C(=C/c3sc(=S)n(CC4CCCO4)c3O)N=C2C#N)cc1 (stereo not drawn) | 6 | -1.8 | -3 | 23 | 4 | 33* | -16 | -1.3 | 10
C/C(Nc1ccc(Cl)cc1)=C(/C#N)C(N)=O | -2 | -0.6 | -3 | 3 | 2 | 97 | -7 | -0.4 | 6
CC(C)c1ccc(NC(=S)NC2CCN(Cc3ccccc3)CC2)cc1 | 1 | -3.3 | 7 | -9 | / | 112 | -16 | -2.7 | -48
CCP(=O)(c1cccc([N+](=O)[O-])c1)c1cccc([N+](=O)[O-])c1 | -17 | -0.8 | 1 | -4 | 21 | 98 | 14 | -0.6 | 6
NC(=O)C1CCN(CC(=O)NC2CCCc3ccccc32)CC1 (stereo not drawn) | -4 | -3.1 | -6 | 5 | 25 | 92 | 11 | -2.7 | 6
CC(C)(C)Nc1nc(Oc2ccc(=O)n(-c3ccccc3)n2)nc(N2CCOCC2)n1 | 8 | -2.8 | -6 | 2 | / | 107 | -2 | -3.3 | -2
CCOc1ccccc1NC(=S)N(CCOC)C1CCN(C(C)=O)CC1 | -27 | -0.2 | -3 | -1 | / | 76 | -6 | -0.3 | -1
CCc1c(C)nc2cc(-c3ccc(OC)c(OC)c3)nn2c1NCC1CC1 | / | -3.0 | -11 | -2 | -2 | / | -20 | 0.0 | -7
COC(=O)c1ccc2c(=O)n(CCCN3CCOCC3)c(=S)[nH]c2c1 | 8 | -5.6 | -3 | -1 | 1 | 102 | 3 | -2.3 | 3
Cc1ccc(Oc2cc([N+](=O)[O-])cc3c2C(=O)Nc2ccccc2O3)cc1 | -2 | -4.4 | -4 | 3 | 17 | 94 | -6 | -3.5 | 6
COc1ccc(/C=C(/C#N)C(=O)Nc2ccc(C)cc2C)cc1C(=O)O | / | -1.5 | 1 | -1 | 25 | / | 0 | 0.3 | 8
O=C(O)c1n[nH]c2ccccc12 | 15 | 3.8 | 5 | 9 | 37 | 105 | 7 | -2.4 | 8
O=[N+]([O-])c1ccc(N2CCOCC2)c(S(=O)(=O)N2CCOCC2)c1 | 3 | -2.0 | 5 | -7 | 17 | 104 | 0 | -3.0 | -6
O=C(NCC1CCCO1)C1CCN(S(=O)(=O)c2cccc3cccnc23)CC1 (stereo not drawn) | 3 | 0.5 | -6 | 6 | 34 | 99 | 5 | -3.6 | -1
CN1C(=O)C(C)(C)c2cc(S(=O)(=O)NCC3CCC(C(=O)NCc4ccccc4)CC3)ccc21 (stereo not drawn) | 2 | -1.5 | -57 | 4 | 9 | 101 | -4 | -0.2 | -9
CCN(c1cccc(C)c1)S(=O)(=O)c1ccc2c(c1)CCCN2C(C)=O | -1 | -1.9 | -37 | -5 | 18 | 101 | -3 | -1.1 | 0
Cc1cccnc1NC(=O)c1ccc(Cl)c(S(=O)(=O)N2CCCC2)c1 | 3 | -2.8 | -8 | 4 | 11 | 101 | 7 | -3.1 | 0
CCOC(=O)Cc1c(C)nc2cc(-c3ccc(C)cc3)[nH]n2c1=O | 2 | -5.1 | -9 | -6 | 16 | 105 | 16 | -5.3 | -2
CCOC(=O)C(Sc1nn(C)c(=S)s1)C(C)=O (stereo not drawn) | -6 | 0.6 | 1 | 19 | 14 | 86 | 20 | 0.2 | 3
COc1cc(N/C=C(\C(C)=O)c2ccccc2)cc(OC)c1 | 8 | -0.7 | -13 | 3 | 25 | 108 | 16 | 7.4 | -2
CC(=O)Nc1ccc(-c2csc(Nc3ccc(Cl)cn3)n2)cc1 | -2 | -2.4 | 12 | -5 | -1 | 96 | 13 | -1.7 | -4
CCCn1nnc(NC(=O)c2cccc(OCC)c2)n1 | 5 | -3.2 | -4 | -2 | -4 | 107 | 1 | -1.2 | -1
CCCc1c(C(=O)N/N=C/C(C)=C/c2ccccc2)nnn1-c1nonc1N | 0 | -4.1 | -17 | -7 | 15 | 95 | 14 | -2.5 | 5
COc1ccc(/C=N/n2c(-c3cc(C)[nH]n3)n[nH]c2=S)cc1 | 2 | -5.7 | 1 | -10 | -1 | 99 | 11 | -2.7 | 8
O=C1CC(N2CCC(c3nc4ccccc4s3)CC2)C(=O)N1 (stereo not drawn) | 9 | -4.2 | -2 | -32 | 4 | 109 | 14 | -3.6 | 0
Cc1ccc(C(=O)NC(=S)NCC2CCCO2)cc1 (stereo not drawn) | 6 | -1.7 | -5 | -7 | 4 | 101 | 3 | -1.9 | 3
COc1cccc(C2C=C(c3ccc(Br)s3)Nc3ncnn32)c1OC (stereo not drawn) | 0 | -4.9 | -12 | 32* | 43 | 97 | 27 | -3.8 | 0
Cc1ccc(S(=O)(=O)N2CCN(C(=O)/C=C/c3ccco3)CC2)cc1 | 8 | -5.0 | -21 | -10 | 34 | 113 | 23 | -0.5 | 8
OC(COCC1COc2ccccc2O1)CN1CCN(c2ccccc2F)CC1 (stereo not drawn) | 1 | -3.6 | 6 | -9 | 17 | 106 | -14 | -1.5 | -10
COC(=O)C1(S(=O)(=O)c2cccc3nsnc23)CC1 | 11 | -2.1 | -5 | 4 | 17 | 100 | -11 | -2.3 | 8
CNC(=S)N/N=C1\C(=O)c2cccc3cccc1c23 | -3 | -0.5 | 8 | -9 | 6 | 99 | -16 | 1.9 | -9
O=C(COC(=O)c1ccc(S(=O)(=O)NCc2ccco2)cc1)NC1CCCCCC1 | 0 | 0.3 | -20 | -19 | 21 | 99 | 2 | -4.1 | 4
CC(C)(C)c1ccc(CN2C(=O)CSC2=O)cc1 | 6 | -0.9 | -9 | -6 | 3 | 102 | -1 | -2.3 | 3

Record cards, from the list above. Values in the order: MEKK2 mut-MEK5 | IMP-1 inhibitor | DNA FID counter | M18AAP inhibitor | NALP1 yeast inh | MEKK2wt PB1 HTS | SUMO HTRF inh | VIM-2 inh | NS3 helicase inh
Record of `Cc1nc(N2CCC(C(N)=O)CC2)c2c(-c3cccs3)csc2n1` → -9 | -0.8 | -18 | -10 | 1 | 99 | 6 | -0.9 | -1
Record of `CN1C(=O)C(C)(C)c2cc(S(=O)(=O)NCC3CCC(C(=O)NCc4ccccc4)CC3)ccc21` (stereo not drawn) → 2 | -1.5 | -57 | 4 | 9 | 101 | -4 | -0.2 | -9
Record of `O=C(NC1CCCC1)c1cc(Cl)ccc1[N+](=O)[O-]` → -1 | -4.1 | -4 | -4 | 20 | 103 | -5 | -2.4 | 5
